BAZ2B block = inhibitors of human BAZ2B bromodomain; Q9UIF8; AlphaScreen BAZ2B-H3K14Ac peptide displacement; Potency, µM (series often up to 114 µM), inactives show at the top dose activity change, negative = inhibition, usual class: inhibitors; hit rate 4.4% among 360,000; AID 504333; also: % is scaled to controls: 0 for no effect and ±100 for the full control effect; nearly all actives have a fitted effect of over 60% in size
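BAZ2B 50 nM plus b-H3(5-23)K14Ac 50 nM, PBS pH 7.4/0.01% Tween-20, 30 min RT; compound added (max 110 uM), 30 min RT; streptavidin donor/Ni-chelate acceptor beads 10 ug/mL final, 20 min dark; AlphaScreen read.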
BLM helicase inh = inhibitors of human Bloom syndrome helicase BLM; hit rate 0.2% among 350,000; P54132; AID 2528; recombinant BLM DNA unwinding, fluorescence dequenching; Potency, µM (top dose mostly 56.1 µM), inactives show top-dose activity change, negative = inhibition, usual class: inhibitors;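 also: plate controls were vehicle for no effect and no enzyme for full effect; nearly all actives have a fitted effect of over 35% in size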
Pin1 inh = blocks the human prolyl isomerase Pin1; Q13526; Pin1 FP peptide displacement, HiFluor488, 10 min; Potency, µM (doses to about 115 µM), for inactives: at the top dose activity, negative = inhibition, most hits filed as inhibitors; hit rate 0.009% among 390,000; AID 504891; active = well fitted inhibition curve with a large enough effect in the polarisation, with a control signal flat, not every such curve was filed as active; inconclusive = small, poorly fitted or top-dose-only effect, or effect the other way, or a change in a side signal; inactive = no such curve, though single readings can be large or run the other way; the % refers to the polarisation; also: % is scaled to controls: 0 for no effect and ±100 for the full control effect
Target sequence (Q13526 whole entry, looked up): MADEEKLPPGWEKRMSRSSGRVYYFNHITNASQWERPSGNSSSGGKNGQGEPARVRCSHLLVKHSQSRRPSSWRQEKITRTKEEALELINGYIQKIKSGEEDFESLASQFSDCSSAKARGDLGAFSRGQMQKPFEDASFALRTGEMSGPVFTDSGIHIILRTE
Pol iota inh = DNA polymerase iota (human) inhibition; Q9UNA4; Pol iota fluorescent replication assay, 10 min; Potency, µM (top dose mostly 115 µM), for the others: at the top dose activity, negative = inhibition, usual class: inhibitors; hit rate 1% among 390,000
Target sequence (Q9UNA4 whole entry, looked up): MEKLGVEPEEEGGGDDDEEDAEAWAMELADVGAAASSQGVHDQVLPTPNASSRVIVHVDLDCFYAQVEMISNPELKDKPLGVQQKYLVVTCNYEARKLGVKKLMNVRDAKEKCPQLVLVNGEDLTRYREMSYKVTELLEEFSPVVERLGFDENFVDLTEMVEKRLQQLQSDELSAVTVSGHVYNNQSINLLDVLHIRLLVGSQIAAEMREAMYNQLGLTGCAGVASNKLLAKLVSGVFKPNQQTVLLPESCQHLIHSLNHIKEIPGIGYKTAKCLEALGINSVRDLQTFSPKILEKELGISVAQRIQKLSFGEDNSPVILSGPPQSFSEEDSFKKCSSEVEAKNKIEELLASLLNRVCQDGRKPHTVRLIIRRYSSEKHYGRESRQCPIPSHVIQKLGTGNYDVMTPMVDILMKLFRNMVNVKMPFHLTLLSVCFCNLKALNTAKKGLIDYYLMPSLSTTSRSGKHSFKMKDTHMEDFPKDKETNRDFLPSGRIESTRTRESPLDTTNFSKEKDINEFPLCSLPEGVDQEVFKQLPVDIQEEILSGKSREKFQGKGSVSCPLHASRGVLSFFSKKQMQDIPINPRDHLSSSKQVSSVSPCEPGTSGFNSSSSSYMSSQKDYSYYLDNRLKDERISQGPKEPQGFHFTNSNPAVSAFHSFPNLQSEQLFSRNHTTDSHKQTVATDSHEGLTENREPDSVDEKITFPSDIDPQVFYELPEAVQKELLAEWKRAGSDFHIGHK
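Fluorescent replication assay read twice, at 0 min and 10 min after adding 50 nM (final) substrate. Enzyme (10 nM) and compounds were first incubated 15 min at room temperature; enzyme-free buffer wells were negative controls.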
G9a block = inhibitors of human histone lysine methyltransferase G9a. Q96KQ7. G9a H3K9 monomethylation, AlphaScreen, 2 h. Potency, µM (doses to about 102 µM), for inactives: at the highest dose activity, negative = inhibition, usual class: inhibitors. hit rate 8.8% among 350,000. AID 504332; also: % is scaled to controls: 0 for no effect and ±100 for the full control effect; nearly all actives have a fitted effect of over 75% in size
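AlphaScreen detection with an anti-monomethyl H3K9 antibody quantified product after a 2 h room-temperature reaction containing 500 nM biotinylated H3K9 peptide, 20 µM SAM and 20 nM enzyme, which had been preincubated 15 min with compound.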
GLS inh = inhibitors of human glutaminase (GLS); O94925; GLS enzymatic activity, qHTS titration; Potency, µM (top dose mostly 45.5 µM), inactives show at the highest dose activity change, negative = inhibition, hits mostly inhibitors; hit rate 0.21% among 410,000; AID 624170; also: % is scaled to controls: 0 for no effect and ±100 for the full control effect
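Read-out is an Amplex red fluorescence increase coupled through glutamate oxidase and HRP, measured before and after 30 min room-temperature incubation. hKGA is in 45 mM KH2PO4 (pH 8.2) with 0.02% Tween-20; glutamine added as 1mM solution.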
HP1b binding inh = blocks HP1-beta chromodomain binding to methylated histone tails; AlphaScreen HP1-beta / biotin-H3K9me3 peptide binding; AID 540317; hit rate 0.56% among 390,000; Potency, µM (series often up to 114 µM), for the others: at the top dose activity change, negative = inhibition, hits mostly inhibitors; P83916; also: nearly all actives have a fitted effect of over 70% in size; inactives centre near 23
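Compound inhibition of the preformed complex between 50 nM HP1-beta and 50 nM biotinylated H3K9me3 peptide was read by AlphaScreen. Buffer was PBS pH 7.4 with 0.01% Tween-20. Incubations ran 30 min at room temperature, with 10 ug/mL donor/acceptor beads.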
Tb PGK inh = inhibitors of T. brucei phosphoglycerate kinase. P07378. hit rate 0.043% among 380,000. PGK/GAPDH coupled, Kinase-Glo luminescence, 60 min. Potency, µM (titrated, usually from 57.5 µM), for inactives: at the top dose activity change, negative = inhibition, actives largely listed as inhibitors; also: % is scaled to controls: 0 for no effect and ±100 for the full control effect; nearly all actives have a fitted effect of over 60% in size
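Recombinant glycosomal PGK reaction used 1,3-bisphosphoglycerate generated in-well by GAPDH (100nM final) in 100mM TEA pH 7.6, 5mM MgCl2, 0.01% Tween-20. After 60 minutes at room temperature, ATP was read by Kinase-Glo Plus luminescence end-point.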
JMJD2A Tudor = blocks the human JMJD2A Tudor domain | O75164 | AlphaScreen JMJD2A-Tudor / H3K4me3 peptide binding | Potency, µM (series often up to 114 µM), for the others: at the top dose activity change, negative = inhibition, usual class: inhibitors | hit rate 4.4% among 390,000 | AID 504339; also: % is scaled to controls: 0 for no effect and ±100 for the full control effect; nearly all actives have a fitted effect of over 50% in size
An asterisk follows results filed as active; i = inactive; ? = inconclusive; · = not tested or not shown; & = joins results of further samples; ! = not active in a repeat; [ ] = remark or other dose. Unless noted, calls follow the shape of the dose curve; as a rule, active = well fitted curve in the direction sought with a large enough effect; inconclusive = small, poorly fitted or top-dose-only effect, or another doubt; inactive = no such curve, though single readings can be large; an effect the other way counts as inactive or inconclusive. Potency is read from the fitted curve at half-maximal effect.

smiles	Pol iota inh	HP1b binding inh	G9a block	JMJD2A Tudor	BAZ2B block	GLS inh	BLM helicase inh	Tb PGK inh	Pin1 inh
CC(=O)N[C@@H]1CC[C@@]2(O)[C@H]3Cc4ccc(O)c5c4[C@@]2(CCN3CC2CC2)[C@@H]1O5	6%	21%	·	-19%	·	30%[activator]	·	-8%	-2%
COC(=O)C1=C(c2cccc(OC)c2OC)C[C@@H]2CC[C@H]1N2C(=O)N1CCC(O)CC1	-5%	25%	·	-18%	·	1%	·	-7%	-13%
CN1CCCN(C(=O)COc2ccc(F)cc2F)CC1	-18%	26%	·	-2%	1%	2%	1%	6%	5%
CCC(=NCc1ccc2c(c1)OCO2)c1c(O)n(C2CCCCC2)c(=O)[nH]c1=O	-1%	3%	?	-30%	-7%	-4%	-15%	i	73%[activator]
Cc1ccc(C)c(NC(=S)NC2CC3CCC(C2)N3Cc2ccco2)c1 (stereo not drawn)	4%	8%	?	-25%	-3%	5%	4%	-2%	-4%
Cc1ccccc1N1CCN(S(=O)(=O)c2nnc(NC(=O)c3ccc(Cl)cc3)s2)CC1	7%	-16%	?	?	?	1%	0%	9%	-8%
COC(=O)C1=C(c2ccc(OC)c(OC)c2)C[C@@H]2CC[C@H]1N2C(=O)NC1CCCCC1	-21%	-1%	-20%[0.501 µM]	-6%	4%	-9%	·	0%	0%
COC(=O)C1=C(c2cc3ccccc3s2)C[C@@H]2CC[C@H]1N2C(=O)NC(C)C	28%	26%	·	-11%	·	5%	·	0%	-2%
O=C(O)C1CC2(Cl)C(Cl)=C(Cl)C1(Cl)C2(Cl)Cl (stereo not drawn)	-8%	13%[57 µM]	·	-17%	·	0%	·	-12%	-3%
O=C(Oc1ccccc1)c1ccccc1C(=O)Oc1ccccc1	?	170%[activator]	·	102%[activator]	·	-7%	·	-5%	-3%
O=C1C2(Cl)C3(Cl)C4(Cl)C(Cl)(Cl)C5(Cl)C3(Cl)C1(Cl)C5(Cl)C24Cl (stereo not drawn)	15%	28%	-2%[0.501 µM]	-26%	-4%	-2%	·	-8%	-1%
COc1cc2c(c(OC)c1OC)-c1ccc(OC)c(=O)cc1[C@@H](NC(C)=O)CC2	1%[58.9 µM]	27%	-16%[59 µM]	-10%	13%	5%&-3%	-2%&-7%&4%&-3%	5%	-1%
CC(=O)OC1(c2ccccc2)CCN(C)C2CCCCC21 (stereo not drawn)	11%	32%	?	-14%	60%[activator]	-4%	0%	3%	-3%
O=C(C1CCC(=O)N1Cc1ccccc1Cl)N1CCC2(CC1)OCCO2 (stereo not drawn)	14%	32%	21%[12.7 µM]	-16%	11%	4%	0%	3%	1%
Cc1cccc(N2CCN(C(=O)C34CC5CC(CC(C5)C3)C4)CC2)c1C	6%	57%[activator]	1.6µM*	-7%	-15%	2%	-3%	-5%	6%
CCN1C(=O)c2ccccc2Sc2ccc(C(=O)N3CCC4(CC3)OCCO4)cc21	14%	41%[activator]	-20%	-4%	-3%	-1%	0%	i	8%
CCn1cc(C(=O)O)c(=O)c2cc3c(cc21)OCO3	?	·	-9%	·	-17%	7%	-2%	·	·
COCCCN1CCN(c2nnc3n2-c2sc(Br)cc2C(c2ccccc2Cl)=NC3)CC1	9%	40%	12%	-4%	5%	4%	4%	-2%	-3%
COC(=O)C(O)(c1ccc(NC(=O)Oc2ccccc2)cc1)C(F)(F)F (stereo not drawn)	31%[activator]	32%	12%[59 µM]	-6%	6%	-2%	-6%	-9%	14%
Cc1[nH]c2ccccc2c1CCNCc1ccco1	22%	-6%[57 µM]	?	-36%	?	3%	-4%	-6%	-3%
Cc1ccsc1C(=O)C1CCCN(Cc2cnn(C)c2)C1 (stereo not drawn)	?	-12%	?	-15%	-3%	-20%	-2%	-5%	0%
C[C@H]1CN([C@@H](C)CO)C(=O)c2cc(NC(=O)C3CCCCC3)ccc2O[C@H]1CN(C)Cc1ccc(-c2ccccc2)cc1	3%	27%	·	-32%	·	6%	·	0%	24%
Cc1cc(C)c(C)c(C(O)(C(=O)O)c2ccccc2)c1C (stereo not drawn)	1%	34%	·	-10%	·	12%	·	20%	-3%
O=C(O)C(Br)CBr (stereo not drawn)	-4%	43%[activator]	3%[0.501 µM]	?	?	0%	·	1%	-2%
CN(C)c1ccc(NC(=O)c2sc3nc4c(cc3c2N)N2CCC4CC2)cc1	6%	14%	5µM*	-19%	?	4%	-2%	7%	3%

A second format for 4 compounds above.
Values run as follows: Pol iota inh | HP1b binding inh | G9a block | JMJD2A Tudor | BAZ2B block | GLS inh | BLM helicase inh | Tb PGK inh | Pin1 inh
- CN(C)c1ccc(NC(=O)c2sc3nc4c(cc3c2N)N2CCC4CC2)cc1
  6% | 14% | 5µM* | -19% | ? | 4% | -2% | 7% | 3%
- Cc1ccccc1N1CCN(S(=O)(=O)c2nnc(NC(=O)c3ccc(Cl)cc3)s2)CC1
  7% | -16% | ? | ? | ? | 1% | 0% | 9% | -8%
- COCCCN1CCN(c2nnc3n2-c2sc(Br)cc2C(c2ccccc2Cl)=NC3)CC1
  9% | 40% | 12% | -4% | 5% | 4% | 4% | -2% | -3%
- CCN1C(=O)c2ccccc2Sc2ccc(C(=O)N3CCC4(CC3)OCCO4)cc21
  14% | 41%[activator] | -20% | -4% | -3% | -1% | 0% | i | 8%

Fetched one by one from above:
smiles	Pol iota inh	HP1b binding inh	G9a block	JMJD2A Tudor	BAZ2B block	GLS inh	BLM helicase inh	Tb PGK inh	Pin1 inh
Cc1cccc(N2CCN(C(=O)C34CC5CC(CC(C5)C3)C4)CC2)c1C	6%	57%[activator]	1.6µM*	-7%	-15%	2%	-3%	-5%	6%
CC(=O)N[C@@H]1CC[C@@]2(O)[C@H]3Cc4ccc(O)c5c4[C@@]2(CCN3CC2CC2)[C@@H]1O5	6%	21%	·	-19%	·	30%[activator]	·	-8%	-2%

Remaining list, next part.
smiles	Pol iota inh	HP1b binding inh	G9a block	JMJD2A Tudor	BAZ2B block	GLS inh	BLM helicase inh	Tb PGK inh	Pin1 inh
Fc1ccccc1CCNCc1ccccc1	2%	30%	-5%[59 µM]	-11%	7%	8%	3%	0%	-3%
CN1CC(C(=O)c2ccc(F)cc2)C(c2c(F)cccc2Cl)C1 (stereo not drawn)	22%	17%	-2%	-17%	-13%	8%	-1%	i	-2%
Cc1cc2c(C(C)C)c(O)c(O)c(C=O)c2c(O)c1-c1c(C)cc2c(C(C)C)c(O)c(O)c(C=O)c2c1O	2.5µM*	·	9.5µM*	·	16µM*	?	28µM*!	·	·
CC(C)c1ccc(NC(=O)C2CCC(CNS(=O)(=O)c3ccc4c(c3)CCCC(=O)N4)CC2)cc1 (stereo not drawn)	?	17%	5%[59 µM]	-14%	-3%	6%	-12%	4%	-1%
COc1ccc(OC)c(N2C(=O)CC(=O)NC2=O)c1	?	35%[activator]	?	-12%	-21%	2%	-4%	6%	9%
COc1ccc(-n2ccnc(NCCc3ccc(Cl)cc3)c2=O)cc1OC	23%	-4%	?	?	?	0%	0%	10%	3%
COC(=O)C1C(C(=O)O)C2(Cl)C(Cl)=C(Cl)C1(Cl)C2(Cl)Cl (stereo not drawn)	-16%	-21%	·	-19%	·	0%	·	-1%	-18%
O=C(NC(c1ccc(Cl)cc1)P(=O)(Oc1ccccc1)Oc1ccccc1)OCc1ccccc1 (stereo not drawn)	24%	25%	8%[59 µM]	2%	7%	-13%	2%	i	5%
CC(=O)NN1C(=O)c2ccccc2NC1c1cccnc1 (stereo not drawn)	-6%	29%	27%[59 µM]	2%	-11%	14%	0%	-5%	0%
COc1ccc(N(C)C(=O)Cn2c(=O)oc3ccccc32)c(OC)c1	2%	?	45µM*	0%	-2%	21%	-4%	4%	6%
CN(C)c1ccc(CNC(=O)Cn2c(=O)oc3cc(S(=O)(=O)N4CCCCCC4)ccc32)cc1	-13%	-33%	11µM*	?	25µM*	2%	-3%	3%	23%
O=C1CN=C(c2cccc(Br)c2)c2cc(Br)ccc2N1	-11%	45%[activator]	14%	-27%	-11%	1%	-9%	-1%	2%
O=C1/C(=C/c2ccc([N+](=O)[O-])cc2)N2CCC1CC2	-6%	-11%	11µM*	-31%	?	-2%	3%	-9%	-10%
CCOP(=O)(OCC)C(NC(=O)c1ccccc1Cl)=C(Cl)Cl	10%	-10%	-4%[59 µM]	?	4%	?	-2%	-4%	2%
Cc1nn(Cc2ccccc2Cl)c(Cl)c1C(=O)OCC(=O)NCc1ccco1	-4%	8%	11%[12.7 µM]	-9%	8%	-5%	-3%	-7%	0%
CCCC12CN3CC(C)(CN(C1)C3c1c(C)[nH]c(=O)[nH]c1=O)C2=O (stereo not drawn)	21%	16%	?	-19%	-13%	2%	1%	0%	-16%
Cc1ccccc1-c1nc(CN2C(=O)CN=C(c3ccccc3)c3ccccc32)c(C)o1	12%	-28%	?	?	?	4%	-6%	i	11%
O=[N+]([O-])c1ccc(NCCCN2CCOCC2)nc1	157%[activator]	27%	·	-5%	0%	1%	-8%	6%	-5%
CN(C)Cc1ccccc1OC(=O)N(C)C	-6%	20%	-2%[12.7 µM]	-13%	8%	6%	-1%	-1%	-8%
Cc1cccc(NC(=O)Cn2cc(C(=O)c3ccccc3)c3ccccc32)c1C	16%	29%	-3%[59 µM]	-10%	-1%	1%	-2%	-6%	?

High-throughput results deposited in PubChem BioAssay by National Center for Advancing Translational Sciences (NCATS).

These rows are one share of the data (hit frequency here may not be typical).
